Compound activity (PubChem BioAssay)
TROY signal inh = TROY signaling inhibition | Q293 LMP1-TROYcd NF-kB luciferase reporter, 4 h | inhibition, % at 10 µM | 360,000 compounds, 0.98% hits | AID 1347056;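 active means compounds whose plate-normalised and pattern-corrected inhibition of the luciferase reporter signal at the single screening dose is 50% or more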
LMP1 NFkB inh = reduces LMP1-driven NF-kappaB luciferase signal. AID 504558. 350,000 compounds, 0.69% hits. inhibition, % at 12.5 µM. LMP1-induced NF-kappaB luciferase reporter cells, luminescence; in the data active means inhibition above about 41%;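 further: 0% = neutral control wells and 100% = reference inhibitor control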
SRC3 inh = inhibitors of human steroid receptor coactivator 3 (SRC3); Q9Y6Q9; HEK293 GAL4-SRC3 luciferase reporter, luminescence; inhibition, % at 3.6 µM; 360,000 compounds, 0.17% hits; AID 588352;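 active means inhibition above a per-campaign cutoff, the mean of all compounds plus 3 SD, cut at about 60% in these data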;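 further: 0% = DMSO-treated cells and 100% = gossypol-treated cells at 36 µM; higher means less SRC3-driven luciferase light from the GAL4 reporter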
COUP-TFII inh = blocks human COUP-TFII nuclear receptor; HEK293T NGFI-A luciferase reporter, luminescence; P24468; inhibition, % at 8.6 µM; AID 686940; 370,000 compounds, 0.7% hits;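 active means inhibition above a per-plate cutoff, mean inhibition of test wells between control levels plus 3 SD, cut at about 38% in these data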;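 further: cells cotransfected with COUP-TFII expression vector driving the NGFI-A reporter; 0% = median of COUP-TF2 test wells and 100% = reporter-only cells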
TWEAK Fn14 block = inhibitors of TWEAK-Fn14 interaction signaling. TWEAK-stimulated Fn14 reporter cells, luciferase luminescence, 8 h. inhibition, % at 10 µM. 360,000 compounds, 2% hits. AID 1159606; in the data active means inhibition above about 50%
KKLEB cytotox = counter-screen for CF NF-kB inhibitors: cytotoxicity. 360,000 compounds, 0.36% hits. KKLEB CF airway cells viability, ATPlite luminescence, overnight; stronger effect = lower value; cells stimulated with P. aeruginosa culture filtrate. AID 602141. activity change (cytotoxicity), % at 5 µM;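 active means corrected activity change at or below -50% at 5 µM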
SRC1 inh = inhibitors of human steroid receptor coactivator 1 (SRC1). Q15788. HEK293 GAL4-SRC1 luciferase reporter, luminescence. inhibition, % at 3.6 µM. 360,000 compounds, 0.12% hits;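 active means inhibition above the campaign mean plus 3 SD, with each screening campaign given its own cutoff, cut at about 60% in these data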;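 further: 0% = DMSO treated cells and 100% = gossypol at 36 µM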
Target sequence (Q15788 whole entry, looked up, the tested form may be a part): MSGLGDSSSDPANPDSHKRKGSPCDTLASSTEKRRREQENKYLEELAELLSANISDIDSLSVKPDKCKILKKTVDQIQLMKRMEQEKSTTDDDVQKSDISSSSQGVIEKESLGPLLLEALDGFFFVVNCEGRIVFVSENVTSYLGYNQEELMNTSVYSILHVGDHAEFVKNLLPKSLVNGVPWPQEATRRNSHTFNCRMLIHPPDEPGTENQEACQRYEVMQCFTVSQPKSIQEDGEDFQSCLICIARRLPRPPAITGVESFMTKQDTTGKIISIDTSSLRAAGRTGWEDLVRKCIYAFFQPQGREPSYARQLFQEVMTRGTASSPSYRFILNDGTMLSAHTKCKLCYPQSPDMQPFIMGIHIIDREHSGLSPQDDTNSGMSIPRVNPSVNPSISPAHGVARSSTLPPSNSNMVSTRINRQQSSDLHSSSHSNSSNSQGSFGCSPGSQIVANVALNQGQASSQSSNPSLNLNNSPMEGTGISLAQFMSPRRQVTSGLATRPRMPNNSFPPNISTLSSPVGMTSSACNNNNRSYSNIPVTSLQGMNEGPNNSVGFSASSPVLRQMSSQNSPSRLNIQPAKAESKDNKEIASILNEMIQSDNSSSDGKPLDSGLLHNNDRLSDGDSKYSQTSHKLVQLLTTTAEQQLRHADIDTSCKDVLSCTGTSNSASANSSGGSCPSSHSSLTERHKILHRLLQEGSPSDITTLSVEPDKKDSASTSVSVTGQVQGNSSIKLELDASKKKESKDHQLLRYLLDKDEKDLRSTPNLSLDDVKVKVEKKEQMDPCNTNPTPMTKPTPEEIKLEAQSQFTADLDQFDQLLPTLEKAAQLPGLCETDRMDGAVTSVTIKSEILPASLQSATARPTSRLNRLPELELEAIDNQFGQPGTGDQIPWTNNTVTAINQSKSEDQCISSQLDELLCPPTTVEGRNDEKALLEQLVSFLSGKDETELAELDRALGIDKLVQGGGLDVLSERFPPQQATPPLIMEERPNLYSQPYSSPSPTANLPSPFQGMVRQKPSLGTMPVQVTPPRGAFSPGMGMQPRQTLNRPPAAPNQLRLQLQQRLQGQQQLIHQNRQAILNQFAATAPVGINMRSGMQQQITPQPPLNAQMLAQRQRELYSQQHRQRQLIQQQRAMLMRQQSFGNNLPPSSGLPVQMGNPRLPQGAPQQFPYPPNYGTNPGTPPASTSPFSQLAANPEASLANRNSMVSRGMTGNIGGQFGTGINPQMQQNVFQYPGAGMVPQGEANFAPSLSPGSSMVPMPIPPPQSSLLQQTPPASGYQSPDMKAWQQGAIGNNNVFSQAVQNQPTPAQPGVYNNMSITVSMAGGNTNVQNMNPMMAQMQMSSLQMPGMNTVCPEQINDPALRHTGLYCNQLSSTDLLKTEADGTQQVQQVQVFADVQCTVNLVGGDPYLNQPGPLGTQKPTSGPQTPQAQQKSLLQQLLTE
CF NFkB inh = blocks PAF-induced NF-kB reporter in cystic fibrosis cells; inhibition, % at 5 µM; 360,000 compounds, 0.86% hits; KKLEB NF-kB-GFP reporter, GFP fluorescence overnight;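 active means at least 50% inhibition at 5 µM, scaled per plate between neutral and stimulator controls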;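 further: PAF is a Pseudomonas aeruginosa culture filtrate used as stimulus; plate controls were PAF-stimulated DMSO wells for no effect and unstimulated DMSO wells for full effect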
Shn3 3UTR inh = Schnurri-3 reporter inhibition in Clone20 osteoblasts; inhibition, % at 12.5 µM; Clone20 osteoblast Shn3 3'UTR firefly luciferase, 24 h; 360,000 compounds, 0.52% hits;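 active means mean inhibition of at least 75% with every replicate also reaching 75%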;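 further: 0% = median of neutral control wells and 100% = pilot-screen positive control compound; some compounds past the cut are filed as inactive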
TRAIL sens C8 = caspase-8 TRAIL sensitization | AID 624354 | NB7+C8 cells + TRAIL, ATPlite viability luminescence | 360,000 compounds, 1% hits | inhibition (viability loss, TRAIL sensitization), % at 10 µM;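 active means compounds causing at least 50% loss of cell viability in the single-dose screen, relative to plate controls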
NR5A2 inv ag = inverse agonists of human LRH-1 (NR5A2); AID 602396; 360,000 compounds, 0.13% hits; inhibition, % at 3.6 µM; HEK293T StAR-luciferase reporter, LRH-1 transfected, 24 h;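 active means inhibition above the mean inhibition of all tested compounds plus 3 SD, cut at about 73% in these data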;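 further: 0% = DMSO wells and 100% = reporter-only cells lacking LRH-1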
An asterisk follows results filed as active; nt = not tested or not shown. Only part of the results is shown. The share of hits here may be higher or lower than overall.

item | structure | TROY signal inh | LMP1 NFkB inh | SRC3 inh | COUP-TFII inh | TWEAK Fn14 block | KKLEB cytotox | SRC1 inh | CF NFkB inh | Shn3 3UTR inh | TRAIL sens C8 | NR5A2 inv ag
1 | O=C(O)CCc1ccc(-c2ccc(Cl)cc2)n1CC(=O)Nc1ccccc1 | 8 | -7 | 17 | -27 | 4 | 3 | -1 | -14 | 13 | 7 | -22
2 | CC1CCN(CCCNC(=O)CN2C(=O)CSc3ccc(S(=O)(=O)N4CCOCC4)cc32)CC1 | -7 | -1 | -5 | -8 | -11 | 5 | -10 | -21 | -4 | -9 | -7
3 | CCOC(=O)c1ccc(S(=O)(=O)N2CCN(CC3CC=CCC3)CC2)cc1 (stereo unspecified) | 14 | -3 | -8 | 3 | -11 | -7 | -10 | 23 | 6 | -7 | -8
4 | Cc1nn(-c2ccccc2)c(C)c1C(=O)Nc1nnc(-c2ccco2)o1 | -31 | 0 | -5 | -6 | -6 | -8 | -27 | 2 | -7 | 4 | -5
5 | Cc1ccc(N2CC(C(N)=O)CC2=O)cc1 (stereo unspecified) | 9 | -5 | 9 | -2 | 5 | -7 | -10 | 4 | 15 | -9 | 5
6 | CCCn1nnnc1NC(=O)c1cccs1 | 15 | 1 | -30 | 17 | 5 | -2 | 2 | 5 | 8 | 25 | -1
7 | Cc1nc2ccc(N=NC3=C(O)CC(C)(C)CC3=O)cc2s1 | -20 | -3 | -82 | -31 | 31 | 3 | -95 | -6 | -31 | 5 | -31
8 | COc1cc(SSc2cc(OC)cc([N+](=O)[O-])c2N)c(N)c([N+](=O)[O-])c1 | 19 | 3 | -33 | -4 | 3 | 14 | -22 | -28 | -7 | 6 | -3
9 | CCn1c(SCC(=O)Nc2ccc(S(=O)(=O)Nc3onc(C)c3C)cc2)nnc1-c1ccccc1 | -4 | -3 | 2 | 7 | 5 | -12 | -6 | -8 | 7 | -9 | 2
10 | CCOc1ccc(-c2csc(C3COc4ccccc4O3)n2)cc1 (stereo unspecified) | -42 | -29 | -54 | -12 | -32 | 19 | -32 | -11 | -58 | 5 | -14
11 | Cc1cc(C)nc(SCC2COc3ccccc3O2)n1 (stereo unspecified) | -49 | 7 | -23 | -18 | -35 | -2 | -20 | -7 | -8 | -6 | -29
12 | Cc1ccc(-n2cc(CNCC3CC(=O)N(C4CC4)C3)c(-c3cccc(C)c3)n2)cc1 (stereo unspecified) | 52* | 3 | 15 | -2 | -5 | -10 | -8 | -10 | 0 | 3 | -14
13 | CCCc1nc2ccc(Cl)cn2c1Cc1ccccc1OC | -5 | nt | 6 | -2 | -9 | 2 | -1 | 6 | 67 | 0 | -4
14 | O=C(NNC1=NCCCCC1)Nc1cccc(Cl)c1 | -12 | -20 | -49 | -37 | -13 | 0 | -81 | 0 | -83 | -4 | -60
15 | COCCCN1CC(=O)N2C(c3ccccc3)c3[nH]c4ccccc4c3C[C@H]2C1=O (stereo partly specified) | 1 | 9 | -51 | 6 | 3 | -3 | -6 | 10 | -6 | -16 | -6
16 | COc1ccc(/C=C/C(=O)NC(=S)Nc2ccc(S(=O)(=O)Nc3cc(C)on3)cc2)cc1 | -11 | 4 | 12 | 3 | -7 | 1 | -14 | -14 | -3 | -16 | 12
17 | O=C(NC(c1ccc(Cl)cc1)c1ccsc1)C1CCN(CCOc2ccc(Cl)cc2)CC1 (stereo unspecified) | 5 | nt | -13 | -1 | 13 | -4 | -33 | -7 | -6 | 5 | 8
18 | CC(=O)c1ccc(S(=O)(=O)N2CCN(C(=O)CN3C(=O)NC4(CCCC4)C3=O)CC2)cc1 | -7 | 1 | 5 | -17 | 4 | 1 | 7 | 5 | -8 | 16 | 4
19 | Cc1nnnn1CC(=O)Nc1ccccc1[N+](=O)[O-] | 6 | 3 | 13 | 2 | 11 | 16 | 4 | -22 | 10 | 9 | 0
20 | CC(C)(C)NC(=O)NC(=O)COC(=O)c1nc(-c2ccccc2)n(-c2cccc(C(F)(F)F)c2)n1 | -24 | 2 | -5 | -1 | -30 | 5 | -31 | 8 | -5 | 16 | 2
21 | O=C(CC1CCCCC1)NCc1cn2ccsc2n1 | 5 | 0 | 1 | 7 | 22 | -2 | -4 | -10 | -10 | 1 | 3
22 | CCOC(=O)c1c(NC(=O)c2ccnn2C)sc(C)c1C | -22 | 7 | 9 | 10 | -9 | -4 | 8 | 2 | 11 | 6 | -10
23 | COc1ccc(Cn2c(=O)[nH]c3cc(C(=O)N4CCN(c5ccccc5OC)CC4)ccc3c2=O)cc1 | 31 | 2 | 12 | nt | 53* | -14 | 23 | -7 | 27 | 8 | 14
24 | O=S(=O)(NCc1cn2ccccc2n1)c1cccs1 | -32 | 7 | -29 | -9 | 4 | 1 | -24 | 7 | -20 | 26 | -48
25 | CC(C)=CCC(C)(C)C1OCCN1C(=O)c1ccccc1 (stereo unspecified) | 11 | -3 | 2 | -7 | 0 | -6 | -16 | 22 | -10 | -1 | -5
26 | COc1cccc(/C=N/Nc2ncnc3scc(-c4ccccc4)c23)c1O | 44 | 81* | 88* | -6 | 63* | -6 | 85* | 2 | 85* | 39 | 98*
27 | CCn1c(COc2ccccc2)nnc1SCC(=O)NC1CCCCC1 | -4 | 5 | -10 | 9 | 4 | -12 | 9 | 2 | 13 | 12 | 13
28 | COC(=O)CNC(=O)c1c(-c2c(Cl)cccc2Cl)noc1C | 2 | 4 | 5 | 13 | -3 | 9 | 3 | -5 | -9 | -44 | 10
29 | Cc1cc(C)c2nc(N3CCC(C(=O)NCCCN4CC(C)CC(C)C4)CC3)sc2c1 (stereo unspecified) | -50 | -88 | -7 | 5 | -33 | -9 | -48 | 17 | -41 | 5 | -48
30 | N#CCC(=O)Nc1ccc(C(=O)OCC(=O)c2c[nH]c3ccccc23)cc1 | -11 | -10 | -42 | -20 | 6 | -2 | -26 | -2 | -12 | 4 | 4
31 | CC(=O)N1C(=O)C2(C(C#N)=C(N)Oc3c2c(C)nn3-c2ccccc2)c2ccccc21 (stereo unspecified) | 34 | -4 | 5 | 14 | 1 | -3 | -6 | 13 | 7 | -11 | 9
32 | C[C@H](N)c1nnc(SCc2ccc(Cl)cc2Cl)o1 | 2 | 13 | 12 | -10 | -13 | 8 | -1 | 7 | -5 | -7 | -13
33 | CCN(CC)CCNC(=O)c1cc(Br)c(N)cc1OC | -10 | 9 | 14 | -4 | 14 | -1 | -4 | 12 | 0 | 10 | 7
34 | O=S(=O)(Nc1ccccc1-c1ccccc1)c1ccccc1 | 2 | -6 | -9 | 0 | 3 | -2 | -22 | 19 | -14 | -6 | 14
35 | O=C(CNS(=O)(=O)c1cccc(Br)c1)NCCCc1ccccc1 | -3 | 1 | 11 | 0 | 13 | -1 | -10 | 7 | 13 | -7 | 10
36 | CC(=O)NC(Cc1cccc(C)c1)C(=O)NC1CCN(c2ncccc2[N+](=O)[O-])CC1 (stereo unspecified) | 6 | 8 | 12 | 6 | -5 | -4 | -1 | -3 | -28 | -10 | 5
37 | NC1=NC[C@H](Cc2ccc(O)cc2)N1CCCCC1CCCCC1 | 15 | -3 | 18 | 38* | 36 | -19 | 9 | 0 | 77 | 37 | 33
38 | CC(=O)C1=C(O)C(=O)N(C)C1c1ccccc1[N+](=O)[O-] (stereo unspecified) | -1 | -3 | 18 | 21 | 12 | -5 | 2 | 16 | 0 | 8 | 1
39 | CCOc1ccc2nc(NC(=O)COc3ccc(N(C)S(=O)(=O)c4ccc(C)cc4)cc3)sc2c1 | -3 | 20 | 17 | 1 | 35 | -8 | -1 | 6 | 5 | 2 | -4
40 | Cc1ccc(S(=O)(=O)N(C)c2ccc(OCC(=O)Nc3nc4c(ccc5ccccc54)s3)cc2)cc1 | 6 | 8 | -21 | -4 | -7 | -6 | 6 | -11 | 34 | 3 | 13
41 | Nc1c2c(nn1-c1ccccc1)CCC2 | 15 | 8 | 2 | -17 | 18 | 2 | 5 | 14 | -11 | -18 | -16
42 | CCOC(=O)c1cc(C)sc1NC(=O)c1ccc(Cl)s1 | -10 | 8 | 14 | 10 | 7 | 2 | 8 | 2 | 8 | -5 | 7
43 | COc1ccc(CCNC(=O)CSc2nncn2N)cc1OC | -3 | -12 | -7 | -5 | 9 | 19 | -11 | -6 | 15 | 6 | 27
44 | O=C(Cc1cccs1)N(c1ccccc1)C1C=CS(=O)(=O)C1 (stereo unspecified) | -6 | -22 | 28 | 5 | -4 | -10 | 5 | 2 | -5 | -22 | 24
45 | C[C@@H]1CN([C@@H](C)CO)C(=O)CCCn2nncc2CO[C@H]1CN(C)S(=O)(=O)c1ccc(Oc2ccccc2)cc1 | 1 | -40 | -10 | 3 | 5 | 7 | 0 | 24 | -3 | -12 | 1
46 | CCOc1ccc(OCC)c(Nc2cc(C)nc3nc(C)nn23)c1 | 11 | -9 | -1 | -6 | 21 | 1 | 7 | 17 | -2 | 21 | -11
47 | O=C(Nc1cccnc1)c1ccc(C(=O)Nc2cccnc2)cc1 | 8 | -11 | 35 | -12 | 36 | 2 | 35 | 49 | 21 | -22 | 7
48 | Cc1onc(-c2ccccc2Cl)c1C(=O)NCCN1Cc2ccccc2C1=O | 7 | -3 | 12 | 3 | -5 | 6 | -16 | 10 | 14 | 29 | 6
49 | Cc1ccc(-c2nnn(CC(=O)N(CCO)C(C(=O)NC(C)(C)C)c3ccncc3)n2)cc1 (stereo unspecified) | -16 | -25 | 6 | nt | 11 | 7 | 11 | -7 | 11 | -7 | -3
50 | O=C(CN1CCCC1)NCC1(c2ccccc2)CCOCC1 | 12 | 8 | 8 | 16 | 0 | -1 | -5 | 12 | -2 | -5 | -14
51 | COC(=O)c1cc(S(=O)(=O)C(C)C)c(S(C)=O)s1 (stereo unspecified) | -2 | -14 | 24 | -25 | 26 | -8 | 13 | 11 | nt | 12 | -50
52 | C=CCn1c(SCC(=O)Nc2ncc(Cc3cc(Cl)ccc3Cl)s2)nnc1-c1ccncc1 | 16 | 12 | 7 | -9 | -3 | 0 | 9 | 0 | 23 | 0 | 3
53 | S=c1[nH]nc(-c2ccco2)n1/N=C/C(Cl)=C/c1ccccc1 | -11 | -14 | -68 | -29 | 43 | 24 | -106 | -45 | nt | -14 | -132
54 | CNC(=O)COc1coc(CN2CCN(Cc3ccccc3)CC2)cc1=O | -6 | -2 | 1 | 6 | -1 | 4 | -19 | 10 | 3 | -5 | -2
55 | Cc1cccc(NC(=O)CSc2nnc(CSc3nc(C)cc(C)n3)o2)c1 | 1 | 23 | 14 | 1 | 2 | -4 | -4 | -4 | 8 | -10 | -10
56 | Nc1cc(=O)[nH]c(SCc2cccc3ccccc23)n1 | 17 | 5 | 9 | 5 | -9 | -6 | 1 | -11 | 15 | -24 | 25
